Rin1 Abl inh: inhibitors of Rin1-Abl protein binding, primary screen, biochemical, TR-FRET; Tyrosine-protein kinase ABL1 (Homo sapiens) + Ras and Rab interactor 1 (Homo sapiens), …; inhibition, % at 7.35 µM; 360,000 compounds, 0.4% hits; in the data active = inhibition above about 5%, passing the limit was not always enough
Neddylation inh: inhibitors of cullin neddylation, primary screen, biochemical, TR-FRET, uHTS, NAE and Ubc12; NEDD8-conjugating enzyme Ubc12 (Homo sapiens) + NEDD8-activating enzyme E1 regulatory …; calls only at 25 µM; 360,000 compounds, 0.58% hits; in the data active = inhibition above about 36%
Target sequence (P61081 whole entry, looked up): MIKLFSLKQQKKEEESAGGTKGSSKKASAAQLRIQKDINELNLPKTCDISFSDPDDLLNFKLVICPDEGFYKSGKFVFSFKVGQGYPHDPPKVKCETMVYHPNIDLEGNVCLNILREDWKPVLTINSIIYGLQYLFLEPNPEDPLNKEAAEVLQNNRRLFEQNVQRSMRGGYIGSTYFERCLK
Target sequence (Q13564 whole entry, looked up): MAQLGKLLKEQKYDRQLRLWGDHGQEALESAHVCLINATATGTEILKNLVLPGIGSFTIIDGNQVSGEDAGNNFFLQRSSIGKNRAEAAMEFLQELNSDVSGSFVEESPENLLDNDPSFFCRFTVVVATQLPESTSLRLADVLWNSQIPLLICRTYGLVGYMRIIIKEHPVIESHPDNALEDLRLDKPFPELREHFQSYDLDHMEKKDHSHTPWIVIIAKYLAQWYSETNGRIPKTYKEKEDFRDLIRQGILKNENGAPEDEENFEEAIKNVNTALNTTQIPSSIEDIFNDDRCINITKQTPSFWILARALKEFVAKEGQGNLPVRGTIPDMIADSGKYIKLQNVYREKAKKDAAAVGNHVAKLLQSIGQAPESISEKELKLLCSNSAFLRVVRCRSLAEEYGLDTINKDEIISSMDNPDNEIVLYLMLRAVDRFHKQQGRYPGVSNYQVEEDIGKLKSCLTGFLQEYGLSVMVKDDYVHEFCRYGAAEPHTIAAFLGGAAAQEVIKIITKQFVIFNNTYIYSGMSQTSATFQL
FAS-TE inh: FAS thioesterase domain inhibitors, primary screen, biochemical, fluorescence intensity, uHTS | 360,000 compounds, 0.67% hits | AID 602261, 2012 | Fatty acid synthase (Homo sapiens), P49327 | inhibition, % at 15 µM | recombinant FAS-TE, OMFH fluorogenic substrate, fluorescence endpoint;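 active = compounds whose normalised, plate-corrected inhibition of enzyme fluorescence in the single-dose primary screen is 50% or more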;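 note: 0% = DMSO with enzyme and 100% = substrate without enzyme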
PABP1 MLLE inh: inhibitors of PABP1 MLLE–PAM2 peptide binding, primary screen, biochemical, fluorescence polarization, FITC-PAM2, GST-MLLE; inhibition, % at 20 µM; Polyadenylate-binding protein 1 (Homo sapiens), P11940; 360,000 compounds, 0.36% hits; AID 588489, 2011; in the data active = inhibition above about 35%, passing the limit was not always enough;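 note: plate controls were DMSO wells with GST-MLLE for no effect and wells lacking GST-MLLE protein for full effect; some results filed as inactive read as strong as hits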
NadD block: inhibitors of S. aureus NadD, primary screen, biochemical, colorimetric, uHTS. purified NadD enzyme, colorimetric absorbance read-out. inhibition, % at 20 µM. 360,000 compounds, 0.78% hits; in the data active = inhibition above about 26%; note: some compounds past the cut are filed as inactive
CSN inh: inhibitors of CSN-mediated cullin deneddylation, primary screen, biochemical, fluorescence polarization, uHTS; COP9 signalosome complex subunit 5 (Homo sapiens), Q92905; Purified CSN, SCF-Nedd8-OG deneddylation; inhibition, % at 12.5 µM; 360,000 compounds, 0.38% hits; AID 651999, 2013;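 active = pattern-corrected inhibition above about 35%, with an unprinted fluorescence ratio check between 0.5 and 1.5, limit read from the data, passing the limit was not always enough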;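 note: 0% = enzyme with substrate and 100% = substrate without enzyme; some results filed as inactive read as strong as hits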
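Detection – fluorescence polarization · System – HEK293T-derived human Csn5 enzyme · Controls – substrate-only high control, full reaction low control · Timing – 90 min, room temperature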
SKN-1 inh: suppressors of acrylamide-induced Pgst-4::GFP reporter in worms, primary screen, SKN-1 inhibitor project, whole organism, uHTS, GFP/RFP fluorescence ratio, strain VP596 | 360,000 compounds, 0.49% hits | C. elegans VP596 Pgst-4::GFP/RFP ratio, 24 h | inhibition, % at 21.8 µM | AID 624304, 2012;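 active = interference check ratio from 0.5 to 1.5 plus GFP to RFP signal ratio inhibition reaching or exceeding a fixed threshold, cut at about 30% in these data, passing the limit was not always enough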; note: some compounds called inactive have numbers as strong as hits
Rpn11 inh: Rpn11 (PSMD14) deubiquitinase inhibitors, primary screen, biochemical, fluorescence polarization, uHTS; 26S proteasome non-ATPase regulatory subunit 14 (Homo sapiens), O00487; calls only at 20 µM; human 26S proteasome, Ub4-pepOG fluorescence polarization; 20S core pre-blocked with epoxomicin; AID 588493, 2011; 360,000 compounds, 0.59% hits;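 active = inhibition at 20 µM, scaled to each plate's controls, above about 33%, limit read from the data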
Target sequence (O00487 whole entry, looked up): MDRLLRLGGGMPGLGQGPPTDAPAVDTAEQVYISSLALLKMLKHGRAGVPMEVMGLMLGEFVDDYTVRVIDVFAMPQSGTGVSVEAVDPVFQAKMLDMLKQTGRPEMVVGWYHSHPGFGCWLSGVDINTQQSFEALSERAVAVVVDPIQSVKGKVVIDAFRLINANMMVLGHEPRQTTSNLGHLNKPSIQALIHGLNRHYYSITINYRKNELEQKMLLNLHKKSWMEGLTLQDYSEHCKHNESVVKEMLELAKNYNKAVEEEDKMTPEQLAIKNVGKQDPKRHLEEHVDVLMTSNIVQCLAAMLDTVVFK
MT1-MMP act inh: blockers of MT1-MMP proenzyme processing, primary screen, HT1080 RFP-PRO-GFP cells, GFP/RFP fluorescence; Matrix metalloproteinase-14 (Homo sapiens), P50281; GFP/RFP ratio fluorescence, overnight; percent of plate control window, DMSO zero; GFP/RFP ratio change, % at 20 µM; 360,000 compounds, 0.061% hits;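 active = GFP/RFP ratio change of at least 30% with cell ATP level not reduced by more than half and red fluorescence within 50% of control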; note: strong numbers were not always called active
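system = RFP-PRO-GFP reporter HT1080 cells | dosing = 20 µM single dose, 1% DMSO | timing = overnight cell settling, then overnight compound exposure, 37 °C, 5% CO2 | read-out basis = GFP/RFP fluorescence ratio | controls = DMSO and RFP-L50D-GFP cell wells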
* marks the source's active call; other numbers are inactive results; i = inactive. Outcome played no part in choosing rows (roughly 3.9% active in at least one column).

SMILES	Rin1 Abl inh	Neddylation inh	FAS-TE inh	PABP1 MLLE inh	NadD block	CSN inh	SKN-1 inh	Rpn11 inh	MT1-MMP act inh
COc1ccc(/C(O)=C2/C(=O)C(=O)N(c3ncccn3)C2c2ccc(F)cc2)cc1 (stereo not given)	-3.2	i	-3.3	-9.0	1.9	1.7	0.1	i	-4.9
COC(=O)c1cc(NC(=O)Cc2ccc(OC)c(OC)c2)cc(C(=O)OC)c1	-0.1	i	-2.4	-11.1	6.6	8.7	-9.1	i	0.2
COc1cccc(CN2C[C@]34C=C[C@@H](C[C@@H]3S2(=O)=O)O4)c1	0.2	i	-14.6	8.3	-6.0	-4.4	-1.6	i	-0.2
COc1ccc(S(=O)(=O)Nc2ccc3cn[nH]c3c2)cc1C	5.4	i	-5.8	3.1	1.5	-0.8	-13.9	i	-0.7
O=C(CSc1ncccn1)NCCc1ccccc1	-0.8	i	-7.8	4.0	-2.8	0.5	9.2	i	-1.6
Cc1cc(C(F)F)nn1CC(=O)NCc1ccc(Cl)cc1Cl	-1.5	i	1.9	-2.0	-3.7	5.2	-22.5	i	3.5
O=C(NCCCN1CCOCC1)c1ccccc1N1C(=O)[C@@H]2Cc3c([nH]c4ccccc34)C(c3ccc(F)cc3)N2C1=O (stereo not given in full)	2.0	i	0.1	4.5	0.2	1.5	-1.1	i	-2.7
CC(OC(=O)Cn1[nH]c(=O)c2ccccc2c1=O)C(=O)Nc1ccccc1[N+](=O)[O-] (stereo not given)	-2.9	i	-3.9	-4.0	-1.1	2.7	7.1	i	2.4
CCCC1=NN2C(=N)/C(=C\c3ccc(OCCOc4ccc(NC(C)=O)cc4)c(OC)c3)C(=O)N=C2S1	-0.3	i	-5.2	-23.9	21.3	24.5	32.9	i	-5.8
CC(C)NC(=O)C1(C)CCN1C(=O)C(c1ccccc1)c1ccccc1 (stereo not given)	1.3	i	-4.9	-9.6	3.1	-2.1	21.2	i	7.6
O=C(O)C1C2CCC(O2)C1C(=O)NCCC1=CCCCC1 (stereo not given)	1.3	i	-9.8	1.5	-5.9	-1.0	11.6	i	3.3
Cc1cc(NC(=O)C2C3C(=O)N(CC4CCCO4)C(C(=O)NC(C)(C)C)C34C=CC2(C)O4)no1 (stereo not given)	2.2	i	-6.8	0.2	-0.7	1.6	-11.7	i	2.6
Cc1ccccc1CNS(=O)(=O)c1ccc2c(c1)OCCO2	-1.8	i	0.8	-6.8	-1.5	3.5	-4.6	i	-0.1
CC(OC(=O)CCCc1nc2ccccc2s1)C(N)=O (stereo not given)	0.7	i	-7.9	12.1	-3.6	-5.7	-13.4	i	0.4
CC1=Nc2ccccc2/C1=C/c1sc(=O)n(CC(=O)N2CCCC2)c1O	-1.2	i	1.8	2.8	4.8	0.3	28.3	i	-6.0
Cc1ccc(S(=O)(=O)N2C(=O)C(C)SC2=Nc2ccccc2)cc1 (stereo not given)	-4.2	i	-3.8	7.5	-4.2	3.0	22.2	i	-1.7
O=C(CSc1nnnn1-c1ccc(O)cc1)c1cc2ccccc2o1	-5.4	i	-128.9	-96.5	-3.1	0.6	-0.4	i	-3.8
O=S(=O)(c1cc(Cl)ccc1Cl)N1CCC2(CC1)OCCO2	-1.4	i	2.2	1.2	-0.5	-3.3	2.8	i	-2.4
Clc1ccc(-n2nnnc2-c2cnc3ccc(Cl)cc3c2-c2ccccc2)cc1	1.4	i	25.8	4.9	11.1	-1.4	4.5	i	-9.0
COc1ccc(N2C(=O)C(Cl)=C(N(CCO)Cc3ccccc3)C2=O)cc1	-0.7	i	-7.3	-1.2	-4.9	-0.2	-1.0	i	2.1
CCOC(=O)c1sc(NC(=O)C(C)Sc2nc(N)cc(=O)[nH]2)nc1C (stereo not given)	-3.2	i	-6.8	-1.3	1.6	-3.7	-1.4	i	12.5
CCC(C)(C(=O)NC1CCCCC1)N(C(=O)CNC(=O)c1ccccc1)c1c(C)n(C)n(-c2ccccc2)c1=O (stereo not given)	-3.6	i	-2.8	12.6	2.6	2.3	12.9	i	0.9
c1cc2c(cc1C1CCCN1)OCCCO2 (stereo not given)	-1.5	i	-0.8	-5.4	-0.4	-0.5	-7.3	i	-1.7
CCCCN(C)CCCNC(=O)CN1C(=O)CSc2ccc(S(=O)(=O)N3CCOCC3)cc21	-2.8	i	-3.6	-8.5	0.2	-3.7	-6.1	i	-4.6
Cn1cc(Cl)c(C(=O)OCC(=O)Nc2nc(-c3ccc(Br)cc3)cs2)n1	-2.2	i	19.4	-1.8	6.2	-3.2	16.4	i	0.5
COc1ccccc1C(=O)NCC(=O)NC1CCCc2ccccc21 (stereo not given)	1.1	i	-1.4	-13.0	-1.9	-9.5	-1.7	i	2.4
COc1ccccc1NC(=O)NC1CCS(=O)(=O)C1 (stereo not given)	-6.1	i	-4.0	-13.2	-1.8	-2.2	-3.4	i	-0.7
Clc1ccc(-c2nc(NCCCN3CCOCC3)c3ccccc3n2)cc1	-2.9	i	20.0	-17.1	-4.3	0.9	7.7	i	-6.1
C#CCOCCOCCOCCNc1nc(N2CCN(C(=O)C([C@@H](C)O)n3cc([C@@H](N)CCCCN)nn3)CC2)nc(N2CCN(C(=O)C([C@@H](C)O)n3cc([C@@H](N)CCCCN)nn3)CC2)n1 (stereo not given in full)	0.0	i	-13.1	10.1	-4.2	-0.9	1.4	i	1.3
CCOc1ccc(N(CC(=O)OC)S(=O)(=O)c2c(C)noc2C)cc1	1.9	i	4.2	-0.4	1.9	-6.6	-1.1	i	0.6
CCC(CC)NC(=O)CO/N=C/c1ccccc1OC(F)F	1.5	i	-5.8	-0.9	-1.7	-14.8	0.0	i	2.7
Cc1ccc(CNCc2ccc3c(c2)OCO3)c(C)c1	-0.1	i	-4.4	-4.1	-6.3	0.1	-3.6	i	0.7
COc1cc(CCCN2CCNC[C@@H]2c2ccccc2)cc(OC)c1OC	3.0	i	-7.2	-9.0	0.2	-3.1	-3.5	i	-9.1
CCc1ccc(/C=N/Nc2ncnc3nc[nH]c23)cc1	-0.8	i	-24.0	-8.4	-5.5	-0.4	-4.5	i	1.4
Cc1ccc(S(=O)(=O)N(C)c2ccc(OC(=O)CN3C(=O)NC4(CCCC4)C3=O)cc2)cc1	-1.5	i	8.8	-2.8	-2.9	-8.3	-3.2	i	-2.4
CCN(CC)S(=O)(=O)c1ccc(N2CCN(CCOc3ccc(OC)cc3)CC2)nc1	3.5	i	16.7	0.8	-0.9	1.2	7.5	i	0.3
Cn1nc(-c2ccccc2)c(CN2CCN(c3ncccn3)CC2)c1Cl	0.9	i	0.5	20.9	-7.9	4.0	-10.4	i	-3.1
O=C(Nc1ccc(-n2cnnn2)cc1)C1CCCCC1	2.4	i	-1.3	4.7	-1.3	-0.5	9.3	i	-0.1
COc1ccc(-c2nc(C#N)c(N3CCN(c4cccc(Cl)c4)CC3)o2)cc1OC	-1.7	i	17.9	-2.3	-12.0	-1.2	5.1	i	4.4
CCOc1ccccc1NCc1cc(=O)oc2cc(C)c(O)cc12	-0.7	i	-1.6	2.0	1.0	8.6	12.2	i	4.4
[N-]=C=C1C(=O)NC(=O)C([n+]2ccc(-c3ccncc3)cc2)C1c1ccccc1C(F)(F)F (stereo not given)	-1.1	i	12.3	9.8	0.3	2.8	8.8	i	-6.3
O=C(N/C=C/c1ccccc1)c1ccccc1	3.7	i	3.1	-5.6	1.1	3.0	8.9	i	-3.2
O=c1[nH]c2ccc(Cl)cc2[nH]1	2.2	i	-2.8	-14.7	-9.6	1.6	0.3	i	-3.9
CCOC(=O)C(NCc1ccc2c(c1)OCO2)(NC(=O)c1ccccc1)C(F)(F)F (stereo not given)	-3.0	i	5.5	4.8	-5.8	-0.4	10.1	i	-0.1
CC1CCCN(S(=O)(=O)c2cccc(C(=O)NCC3CCCO3)c2)C1 (stereo not given)	2.2	i	-5.1	-3.3	-3.8	1.6	3.3	i	-0.2
Cc1cc(C)c2sc(N(CCCN(C)C)C(=O)c3ccc(Br)s3)nc2c1	-4.7	i	15.6	-6.8	-5.7	-0.4	2.8	i	3.1
COC(=O)[C@H](C)NC(=O)NCCC1=CCCCC1	0.3	i	-8.1	-6.9	-2.0	-3.3	-8.9	i	-4.8
Cc1ccc(OCCC(=O)OCC(=O)NC(=O)c2ccccc2)cc1	-4.0	i	-1.6	-5.3	-0.8	-1.9	10.1	i	-4.7
OC(c1cc(Cl)cc(Cl)c1)c1ncc(-c2cccc(F)c2)[nH]1 (stereo not given)	-1.7	i	10.3	2.4	5.9	4.2	18.5	i	7.8
O=C(NCCc1nc2ccccc2[nH]1)c1ccc(Br)o1	-0.6	i	-3.6	-0.8	-3.8	1.5	-2.8	i	1.0
O=C(O)/C(=C\c1ccc(Br)cc1)NC(=O)c1cccs1	-2.2	i	-3.1	-13.7	5.2	-1.9	-8.5	i	2.3
CN(CC(=O)Nc1ccc(Cl)cc1)C(=O)c1ccc(S(=O)(=O)Nc2ccccc2)cc1	-3.4	i	5.9	1.6	-6.5	6.0	-21.3	i	1.5
C[C@@H]1CCCCO[C@H](CN(C)S(=O)(=O)c2cn(C)cn2)[C@@H](C)CN([C@H](C)CO)C(=O)c2cc(NC(=O)c3ccncc3)ccc2O1	-3.0	i	-10.2	-52.3	9.4	1.4	7.8	i	-0.4
COc1ccccc1C(=O)Nc1ccc(S(=O)(=O)N2CCCCC2)cc1	-0.8	i	8.2	1.4	-3.0	0.8	9.8	i	1.2
CCc1ccc(NC(=O)[C@H](C)NC(=O)C2CCN(C(=O)[C@@H](N)Cc3ccccc3)CC2)cc1	2.6	i	-4.2	12.1	0.1	1.9	-0.8	i	-4.1
Cc1ccc(C(=O)NCc2ccccn2)cc1Cl	-2.3	i	-4.3	-3.3	3.5	-0.6	6.5	i	3.6
CCOCCCNC(=O)CCNC(=O)c1cc(OC)c(OC)c(OC)c1	0.3	i	-6.9	8.0	-2.8	-4.2	3.4	i	0.5

In a second layout: three of the compounds above
Molecule | Rin1 Abl inh | Neddylation inh | FAS-TE inh | PABP1 MLLE inh | NadD block | CSN inh | SKN-1 inh | Rpn11 inh | MT1-MMP act inh
Cc1cc(C)c2sc(N(CCCN(C)C)C(=O)c3ccc(Br)s3)nc2c1 | -4.7 | i | 15.6 | -6.8 | -5.7 | -0.4 | 2.8 | i | 3.1
COC(=O)[C@H](C)NC(=O)NCCC1=CCCCC1 | 0.3 | i | -8.1 | -6.9 | -2.0 | -3.3 | -8.9 | i | -4.8
Cc1ccc(OCCC(=O)OCC(=O)NC(=O)c2ccccc2)cc1 | -4.0 | i | -1.6 | -5.3 | -0.8 | -1.9 | 10.1 | i | -4.7
